HCMV antiviral – blocks human cytomegalovirus replication. HFF cells, HCMV-luciferase reporter, 72 h; hits give low values. actives 4.5% (n = 410,000). activity change, negative = inhibition, % at 57.5 µM; in the data active means activity change below about -60%; inconclusive means no clear call, values can overlap the other calls; inactive means above about -39%
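After 16 h attachment at 37C, HFF cells received test compound and HCMV-luciferase (1 PFU/cell); reporter luminescence read 72 h later, data normalized against buffer-only and known inhibitor Salinomycin.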
HCV inh – blocks hepatitis C virus. Huh7.5.1 HCVcc-Cre infection, luciferase reporter, 44 h. Potency, µM (top dose mostly 41.8 µM), inactives show top-dose activity change, negative = inhibition, usual class: inhibitors. actives 3.4% (n = 340,000). AID 651820; further: potency means the concentration at half of the fitted maximal effect
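A cell-based infection assay in which seeded cells (1,000 per well) receive test compound after 4 h, are inoculated with HCVcc-Cre at approximately 0.5 moi, and are incubated 44 h before luminescence detection.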
AmpC detergent – inhibitors of E. coli AmpC beta-lactamase with detergent. P00811. AmpC hydrolysis of nitrocefin, absorbance 480 nm, 0.01% Triton. Potency, µM (highest dose often 114 µM), without a hit: at the top dose activity change, negative = inhibition, hits mostly inhibitors. actives 0.041% (n = 370,000);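 further: potency means the concentration at half of the fitted maximal effect; 0% = no-compound wells and -100% = no-enzyme wells; nearly all actives have a fitted effect of over 25% in size; some results filed as inactive show a strong effect at the top dose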
Target sequence (P00811 whole entry, looked up): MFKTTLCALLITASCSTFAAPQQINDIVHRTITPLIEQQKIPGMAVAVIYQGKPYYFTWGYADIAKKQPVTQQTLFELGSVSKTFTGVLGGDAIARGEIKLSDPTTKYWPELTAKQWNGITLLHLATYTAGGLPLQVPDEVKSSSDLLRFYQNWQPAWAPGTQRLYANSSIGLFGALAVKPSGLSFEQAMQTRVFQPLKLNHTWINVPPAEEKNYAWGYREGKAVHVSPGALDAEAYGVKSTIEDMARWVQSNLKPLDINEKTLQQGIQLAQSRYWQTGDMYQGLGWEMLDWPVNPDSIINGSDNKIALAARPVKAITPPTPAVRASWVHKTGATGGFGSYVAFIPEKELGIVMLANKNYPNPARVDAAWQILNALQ
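20 mM phosphate pH 7.0 + 0.01% (detergent screen) or 0.0001% Triton X-100; 5.3 nM AmpC reagent; cpd preinc 15 min RT; nitrocefin (800 uM stock) to start; A480 q20 s × 4 min; Activity was normalised to no-enzyme and no-compound control wells.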
AMA1-RON2 inh – inhibitors of Plasmodium falciparum AMA1-RON2 interaction; AlphaScreen AMA1-biotinylated RON2 peptide binding; Potency, µM (series often up to 58.2 µM), for the others: at the top dose activity change, negative = inhibition, usual class: inhibitors; actives 0.2% (n = 360,000);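 further: potency means the concentration at half of the fitted maximal effect; 0% = vehicle wells and -100% = peptide control; nearly all actives have a fitted effect of over 45% in size; some results filed as inactive show a strong effect at the top dose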
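AMA1 (3D7) with his tag at 25 nM final met compounds first, then biotinylated RON2 peptide at 25 nM; detection used donor plus acceptor beads, 10 µg/mL apiece, read by AlphaScreen after 30 min at room temperature.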
FBPA Giardia inh – inhibitors of Giardia lamblia fructose-1,6-bisphosphate aldolase | A8B2U2 | purified Giardia FBPA | Potency, µM (series often up to 59.6 µM), for the others: top-dose activity, negative = inhibition, actives largely listed as inhibitors | actives 0.71% (n = 290,000); further: potency means the concentration at half of the fitted maximal effect; nearly all actives have a fitted effect of over 55% in size
Target sequence (A8B2U2 whole entry, looked up): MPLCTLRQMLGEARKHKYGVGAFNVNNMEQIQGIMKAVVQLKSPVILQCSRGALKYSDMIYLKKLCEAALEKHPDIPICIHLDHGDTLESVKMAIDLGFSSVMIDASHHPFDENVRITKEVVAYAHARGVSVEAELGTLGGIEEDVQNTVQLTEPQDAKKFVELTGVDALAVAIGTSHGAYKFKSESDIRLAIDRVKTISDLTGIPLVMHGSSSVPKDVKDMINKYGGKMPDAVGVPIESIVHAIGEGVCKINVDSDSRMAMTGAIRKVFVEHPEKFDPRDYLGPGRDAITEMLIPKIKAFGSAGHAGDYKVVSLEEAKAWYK
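40 nM FBPA preincubated 10 min at RT with compound (up to 57.5 uM final), then substrate plus GAPDH/TPI/NAD/arsenate coupling and diaphorase/resazurin added. Fluorescence read after 20 min at RT, 525/598 nm.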
Sm TGR block – inhibitors of Schistosoma mansoni thioredoxin glutathione reductase | purified TGR, DTNB reduction, TNB absorbance 405 nm | Potency, µM (series often up to 114 µM), inactives show at the highest dose activity change, negative = inhibition, usual class: inhibitors | actives 3% (n = 360,000); further: potency means the concentration at half of the fitted maximal effect; nearly all actives have a fitted effect of over 60% in size
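First, TGR (20 nM dispensed) and NADPH were mixed with compound. Second, a 15 min room-temperature incubation followed. Third, further NADPH and then DTNB were added to start the reaction. Finally, TNB absorbance was monitored kinetically.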
Active calls of the source: *; ? = inconclusive; . = no result given; & = joins results of further samples; [ ] = another dose, or the depositor's remark. Unless noted, the call rests on the fitted dose curve; in most records, active means well fitted curve in the direction sought with a large enough effect; inconclusive means small, poorly fitted or top-dose-only effect, or another doubt; inactive means no such curve, though single readings can be large; an effect the other way counts as inactive or inconclusive. Unless noted, on the % scale 0 is the no-effect control and ±100 the full control effect.

Second line of a record – HCMV antiviral | HCV inh | AmpC detergent | AMA1-RON2 inh | FBPA Giardia inh | Sm TGR block
- Cc1nc(Cl)nc(N(C)c2ccccc2)c1[N+](=O)[O-]
    0 | -9% | 7% | -14% | -17% | 4.5µM*
- CCCCCNC(=O)Cc1cc(=O)[nH]c(=O)[nH]1
    ? | 8% | ? | 12% | 3% | -4%
- CCOC(=O)N1CCN(S(=O)(=O)c2cc(Cl)c(OC)cc2Cl)CC1
    -34 | 2% | -12% | -19% | 2% | -14%
- Cc1ccc(Cl)cc1NC(=O)Cn1c(=O)n(CCC(=O)NCc2ccc3c(c2)OCO3)c(=O)c2sccc21
    -15 | . | -7% | . | . | -5%
- CCCN(C(=O)c1cn(-c2ccccc2)nc1-c1ccc(OC)cc1)C1CCS(=O)(=O)C1 (configuration not stated)
    -3 | 0% | -10% | 21% | . | -3%
- COc1cc(NC(=O)CN2C(=O)CN(C)C(=O)c3ccccc32)cc(OC)c1OC
    10 | . | -9% | . | . | -2%
- O=C(COc1ccccc1)OC(C(=O)c1ccccc1)c1ccccc1 (configuration not stated)
    17 | 14% | 0% | 15% | 2% | 0%
- CC(C)c1[nH]nc2c1C(c1ccc(OC(=O)c3ccco3)cc1)C(C#N)=C(N)O2 (configuration not stated)
    ? | -26% | -3% | -8% | -5% | -14%
- Cc1ccc(C)c(OCCC(=O)Nc2cc(S(=O)(=O)N3CCCCC3)ccc2C)c1
    -22 | ? | . | -10% | . | .
- S=c1[nH]nc(Cc2noc3ccccc23)n1-c1ccccc1
    ? | -6% | 11% | 41%[activator] | -21% | 9%
- O=C(c1ccc(Cl)cc1)N1CCC2(CC1)OCCO2
    -26 | 11% | ? | 17% | 6% | 13%
- COc1ccc(Nc2nc(Cl)c(C=O)s2)cc1
    . | . | ? | . | -4% | -12%
- CCCCN(c1nc2ccccc2nc1Cl)S(=O)(=O)c1ccc(C)cc1
    -6 | ? | 0% | 16% | 6% | -10%
- Cc1nc2cc(-c3ccc(Cl)cc3)nn2c(NCCN(C)C)c1C
    30 | 18µM* | -3% | ? | -4% | .
- Cc1ccc(NC(=O)CCNS(=O)(=O)c2cccs2)cc1F
    18&31 | 7% | -5%&0% | 0% | -6% | -24%&-5%
- CC1(C)CC(=O)C=C(Nc2ccc3c(c2)OCCO3)C1
    -16 | 2% | -11% | 1% | 0% | 2%
- O=C(Nc1ccc(Cc2ccncc2)cc1)C1CC1
    11 | 15% | 3% | -2% | 1% | 5%
- CCCCn1c(O)c(C(CC)=NCCN2CCOCC2)c(=O)[nH]c1=O
    26 | 2% | 4% | 40%[activator] | -17% | 18µM*
- O=C(OCc1ccccc1)c1ccccc1O
    -11 | 4% | . | 52%[activator] | . | .
- O=C(N/N=C/c1cccc([N+](=O)[O-])c1)c1cc(-c2ccc3c4c(cccc24)CC3)n[nH]1
    ? | ? | ? | -5% | 3% | -7%
- Cc1ccc(S(=O)(=O)c2nc(-c3ccccc3Cl)oc2N(C)C)cc1
    . | 20µM* | -4% | -30% | . | -9%
- CCCOc1ccc(N2C(=O)C/C(=C\c3ccccc3)C2=O)cc1
    4 | -17% | 1% | 1% | 1% | 17%
- O=CNc1ccc2c3c(cccc13)-c1ccccc1-2
    34 | 2.8µM* | . | 20% | . | .
- CSc1nc2c([nH]c3ccccc32)c(=O)n1-c1ccc(C)cc1
    2 | . | 2% | . | . | 17%
- C=CCSc1nnc(NC(=O)Cc2ccc(OC)c(OC)c2)s1
    -7 | 17% | -11% | 11% | 5% | -1%
- O=[N+]([O-])c1ccccc1-c1cc(-c2ccccc2)cc(-c2ccccc2)[n+]1Cc1ccccc1Cl
    -97* | 3.5µM* | -8% | -4% | . | -3%
- COC(=O)c1ccn(CSc2cc(Cl)ccc2Cl)n1
    -26 | 2% | 4% | 6% | . | -4%
- Cc1ccc(C)n1-c1nn(S(=O)(=O)c2ccccc2)c2cccc(F)c12
    -32 | -1% | 0% | -7% | 0% | -24%
- CCN(C(=O)COC(=O)CSc1ccccc1)c1c(N)n(Cc2ccccc2)c(=O)[nH]c1=O
    -7 | 6% | 4% | -8% | . | 2%
- CC(=O)Nc1ccc(NS(=O)(=O)c2cn(C)c(=O)n(C)c2=O)cc1
    14 | -4% | ? | 0% | 5% | 7%
- COc1ccc(CCn2c(N3CCOCC3)nc3c2c(=O)[nH]c(=O)n3C)cc1
    -7 | -14% | 5% | -2% | 4% | -10%
- COc1ccc(Br)cc1C(=O)NC(=S)Nc1ccc(Cl)c(C(=O)O)c1
    -18 | -1% | 5% | 3% | 28% | -6%
- O=C(COC(=O)C1CCC1)NCc1ccccc1Cl
    -24 | -15% | -10% | -3% | 2% | 3%
- CCOC(=O)Nc1ccc(S(=O)(=O)N(C)C(C)C)cc1
    14 | -10% | 2% | -1% | -1% | 1%
- O=C(CSC1=NS(=O)(=O)c2ccccc2N1)NCc1ccc(F)cc1
    34 | 7% | -16% | -2% | . | 3%
- CC1CCN(Cc2c(C(=O)O)nnn2-c2nonc2N)CC1
    -1 | 20% | -9% | 10% | -15% | .
- CCOC(=O)C(NC(=O)CC)(Nc1nc2c(s1)CCCC2)C(F)(F)F (configuration not stated)
    9 | -5% | -14% | 0% | -9% | -9%
- CCc1cccc2c(=O)c(C(=O)N3CCOCC3)c[nH]c12
    -35 | 15% | ? | 6% | -9% | 0%
- O=C(Nc1cc(F)ccc1F)N1CCC(CN2CCCC2)CC1
    7 | . | -4% | . | . | -30%
- Cc1ccc(/C=N/Nc2cc(C)nc(N3CCOCC3)n2)cc1
    -7 | -30% | 0% | -3% | 1% | 3%
- S=C(N/N=C/c1ccccc1)N1CCOCC1
    32 | -6% | ? | 3% | 26% | -1%
- COc1cccc(C2C3=C(CC(C)(C)CC3=O)Nc3n[nH]c(C)c32)c1 (configuration not stated)
    ? | 8% | -5% | -3% | 10% | -21%
- COc1ccccc1OC(C)c1nnc(SCC(=O)Nc2c(C)n(C)n(-c3ccccc3)c2=O)n1-c1ccccc1 (configuration not stated)
    -26 | 3% | -10% | 7% | -5% | 10%
- COc1ccc(S(=O)(=O)N2CCOCC2)cc1C(=O)N(C)CCOc1ccc(Cl)cc1
    -35 | ? | -3% | 2% | . | 1%
- COc1ccc(NC(=O)CSc2nnnn2Cc2ccccc2)cc1
    -31 | 1% | 2% | 6% | -3% | 12%
- CCc1ccc(N2CC(C(=O)NCc3ccco3)CC2=O)cc1 (configuration not stated)
    -5 | -14% | -3% | 8% | 6% | ?
- O=C(COc1nsnc1N1CCOCC1)Nc1ccc([N+](=O)[O-])cc1
    56 | -24% | -14% | -20% | 11% | 4%
- CNc1cc(CSc2ccc(Cl)cc2)nc(C)n1
    45 | 18% | -1% | 0% | 3% | -1%
- CCC(C)[C@H](NC(=O)N1CC(=O)Nc2ccccc21)C(=O)N1CCC[C@H]1C(=O)O (some centres not stated)
    6 | 4% | -14% | -15% | 5% | 4%
- Cc1ccc(S(=O)(=O)N2CCN(C(=O)COC(=O)c3oc4ccccc4c3C)CC2)cc1
    -15 | 13% | -16% | -9% | . | -2%
- COc1ccccc1C(=O)N1c2ccccc2Sc2ccccc21
    -73* | ? | -10% | ? | -18% | -1%
- Cc1onc(-c2c(Cl)cccc2Cl)c1C(=O)N1CCN(Cc2ccccc2)CC1
    -26 | 10% | 3% | 17% | 0% | 0%
- CC(C)C(=O)OCc1cn(-c2ccc(Cl)c(Cl)c2)nn1
    -6 | -2% | ? | 27% | 1% | 0%
- O=C(NCc1ccco1)c1ccccc1SCC(=O)N1CCCC1
    -17 | 1% | 7% | 9% | . | 3%
- Nc1cc(Cl)ccc1N1CCCCC1
    -7 | 15% | 3% | -1% | -3% | 0%
- O=[N+]([O-])c1ccc(NN=Cc2cc(Br)ccc2O)nc1
    -100* | ? | . | 46%[activator] | . | .
- O=C(CC(NC(=O)c1ccccc1)c1ccccc1)Nc1cccc2ccccc12 (configuration not stated)
    98 | 14% | -9% | 7% | -3% | -16%
- COc1ccc([C@H]2CC(=O)C=C(C#CC(C)(C)C)C2)cc1
    -19 | -16% | -5% | -4% | . | -10%
- CN(C)c1ccc(C(=O)NCC(c2cccs2)N2CCOCC2)cc1 (configuration not stated)
    -7 | 6% | . | 8% | . | .
- COc1ccc(OC)c2c1cc(C(=O)N[C@H](C(=O)N1CCC(C(=O)O)CC1)C(C)C)n2C
    -27 | -5% | -2% | -1% | -21% | -4%

A few values from above:
Cc1onc(-c2c(Cl)cccc2Cl)c1C(=O)N1CCN(Cc2ccccc2)CC1 in AmpC detergent → 3%
Nc1cc(Cl)ccc1N1CCCCC1 in FBPA Giardia inh → -3%
COc1ccccc1C(=O)N1c2ccccc2Sc2ccccc21 in AmpC detergent → -10%
CN(C)c1ccc(C(=O)NCC(c2cccs2)N2CCOCC2)cc1 (configuration not stated) in HCV inh → 6%

Given as labelled records: two of the compounds above
> COc1ccc([C@H]2CC(=O)C=C(C#CC(C)(C)C)C2)cc1
  HCMV antiviral: -19	HCV inh: -16%	AmpC detergent: -5%	AMA1-RON2 inh: -4%	FBPA Giardia inh: .	Sm TGR block: -10%
> O=C(CSC1=NS(=O)(=O)c2ccccc2N1)NCc1ccc(F)cc1
  HCMV antiviral: 34	HCV inh: 7%	AmpC detergent: -16%	AMA1-RON2 inh: -2%	FBPA Giardia inh: .	Sm TGR block: 3%

Other compounds.
Second line of a record – HCMV antiviral | HCV inh | AmpC detergent | AMA1-RON2 inh | FBPA Giardia inh | Sm TGR block
- O=C(Cn1[nH]c(=O)c2ccccc2c1=O)OCC(=O)c1ccc(F)cc1
    -38 | 12% | ? | 11% | . | 3%
- CCCSc1ncc(Cl)c(C(=O)Nc2ccc(S(=O)(=O)N(C)c3ccccc3)cc2)n1
    -35 | . | 12% | . | . | 3%
- COc1ccc(NC(=O)CNc2cc(S(=O)(=O)N3CCOCC3)ccc2NCC2CCCO2)cc1 (configuration not stated)
    -7 | -13% | -11% | -6% | ? | ?
- CN1C(c2ccc(F)cc2)=CS/C1=C(\C#N)c1nnc2n1-c1ccccc1SC2
    ? | -23% | -17% | 11% | 6% | -26%
- O=S(=O)(Nc1ccc2nc(-c3ccc(Br)o3)[nH]c2c1)c1ccccc1
    . | . | -3% | . | -21% | 28µM*
- Cc1nnsc1C(=O)N/N=C/c1ccccc1
    -9 | 13% | -3% | -2% | -4% | -2%
- COc1ccccc1NC(=O)CSC1=Nc2ccccc2C2=NC(CC(=O)NCc3ccco3)C(=O)N12 (configuration not stated)
    83 | . | 13% | . | . | 2%
- CCOC(=O)CSc1nc2c(sc3ccc([N+](=O)[O-])cc32)c(=O)n1Cc1ccco1
    -37 | 6.3µM* | 1% | 9% | 3% | ?
- CCOc1ccc2nc(N/C(N)=N/C(=S)Nc3cccc(C)c3)nc(C)c2c1
    -26 | 5.6µM* | ? | 45%[activator] | 14% | 6%
- COc1cccc(OCC(=O)NC2CCS(=O)(=O)C2)c1 (configuration not stated)
    -5 | 6% | 0% | -14% | . | -6%
- Brc1ccc(CNCC2CCCO2)cc1 (configuration not stated)
    -3 | 11% | ? | -2% | -27% | 11%
- COC(=O)c1ccc(C2c3c(oc4ccc(Cl)cc4c3=O)C(=O)N2CCN2CCOCC2)cc1 (configuration not stated)
    -1 | 3% | 6% | -1% | -14% | 8%
- O=C(Nc1cccc(Cl)c1)c1cnn2cccnc12
    111 | 11% | 0% | -1% | 6% | 6%
